Assay outcomes deposited in PubChem BioAssay by NCI.
cln2 rad14: NCI yeast anticancer drug screen, S. cerevisiae cln2 rad14 strain; 78,000 tested, 8.3% active; AID 165, 2004; growth inhibition, % at 50 µM;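 also: 0% = growth of vehicle-only cultures of the same strain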
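Yeast carrying cln2 and rad14 alterations (cell cycle control and DNA damage repair) were exposed to compounds. Growth inhibition was measured against vehicle-treated controls.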
yeast sgs1 mgt1: NCI yeast anticancer drug screen, S. cerevisiae sgs1 mgt1 strain. AID 161, 2004. growth inhibition, % at 50 µM. 78,000 tested, 10% active;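 also: 0% = growth of vehicle-only cultures of the same strain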
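Read-out: growth inhibition vs vehicle controls. Cells: mutant yeast strain deficient in DNA damage repair.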
rad50: NCI yeast anticancer drug screen, S. cerevisiae rad50 strain | AID 155, 2004 | 79,000 tested, 10% active | growth inhibition, % at 50 µM;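 also: 0% = growth of vehicle-only cultures of the same strain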
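Relative growth inhibition (compound vs vehicle) was measured in yeast with a defined repair-gene alteration.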
bub3: NCI yeast anticancer drug screen, S. cerevisiae bub3 mutant strain; % growth inhibition at 50 µM; 78,000 tested, 9.9% active; AID 167, 2004;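 also: 0% = growth of vehicle-only cultures of the same strain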
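Growth of a checkpoint-deficient yeast mutant is measured after compound exposure. Values represent inhibition relative to vehicle.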
mlh1 rad18: NCI yeast anticancer drug screen, S. cerevisiae mlh1 rad18 strain | growth inhibition, % at 50 µM | 79,000 tested, 11% active;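 also: 0% = growth of vehicle-only cultures of the same strain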
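Test agents were incubated with a yeast strain of defined genotype (DNA damage repair defect). Inhibition of growth was derived by comparison with vehicle-exposed cultures.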
yeast mec2-1: NCI yeast anticancer drug screen, S. cerevisiae mec2-1 strain | growth inhibition, % at 50 µM | 79,000 tested, 9% active | AID 157, 2004;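 also: 0% = growth of vehicle-only cultures of the same strain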
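Strain: mec2-1 (DNA repair/cell cycle alteration). Compound exposure, then growth measured; inhibition expressed relative to vehicle.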
* = called active by the depositor; / = no result given; & = joins results of further samples. Rule as the data show it: active = growth inhibition above about 70%; inactive = the rest. These rows are one share of the data; count on the stated rates, not on these rows.

SMILES | cln2 rad14 | yeast sgs1 mgt1 | rad50 | bub3 | mlh1 rad18 | yeast mec2-1
NCCc1c[nH]c2ccccc12 | 9 | -16 | 11 | -1 | -13 | -3
Nc1cc2[nH]cnc2c([Se])n1 | 7 | 48 | 56 | 58 | 84* | 63
C=C1CCN2CC[C@@H](OC(=O)/C(C)=C\C)[C@@H]12 | -2 | 7 | 2 | 13 | -22 | 1
C1C2CC3C1C1CN3C21 (stereo not drawn) | -28 | 5 | 17 | -9 | 12 | 3
N#Cc1ccc(C(Cl)(Cl)Cl)cc1 | -25 | -6 | 2 | -3 | -6 | -18
C1CN([PH+](N2CC2)N2CC2)CCO1.[C-]#[O+].[C-]#[O+].[C-]#[O+].[C-]#[O+].[C-]#[O+].[Mo] | -31 | -7 | -18 | 4 | 4 | -2
CC(Br)c1ccccc1 (stereo not drawn) | -2 | 41 | 50 | 66 | 80* | 27
O=C1OC(=O)C2C3C=CC(O3)C12 (stereo not drawn) | 11&2&6 | 15&4&-25 | 23&-16&-9 | 6&-29&-42 | 20&-17&-6 | 0&-1&-14
Nc1ccccc1Cl | 23 | 14 | 14 | 4 | 19 | -8
CC(CN1CCCCCCC1)C(C#N)(c1ccccc1)c1ccccc1 (stereo not drawn) | 84* | 67 | 66 | 55 | 70* | 48
COc1ccc(NC(=O)C(=O)C(CC2C(=O)NC(=S)NC2=O)C(=O)c2ccc3ccccc3c2)c([N+](=O)[O-])c1 (stereo not drawn) | -30 | 13 | -11 | 31 | 4 | 1
O=P1(c2ccccc2)Nc2cc(Cl)c(Cl)cc2N1 | -41 | 8 | 27 | -16 | 10 | -10
Cn1cnc([N+](=O)[O-])c1C(=O)O (tested in a mixture with another compound) | -18 | -7 | -18 | 27 | -1 | -4
O=NN(CCCl)C(=O)O | -43 | -5 | 6 | 11 | 12 | -9
COc1cc(CCN(C)C)c([N+](=O)[O-])cc1OC | 17 | 19 | 8 | 0 | 35 | 22
[Se]=P(c1ccccc1)(N1CC1)N1CC1 | 4 | 12 | 33 | -1 | 7 | 10
O=P1(N(CCCl)CCCl)Oc2ccc(Cl)cc2C(C(Cl)(Cl)Cl)c2cc(Cl)ccc2O1 (stereo not drawn) | 2 | -12 | -4 | -10 | 2 | -19
Cc1ccc([P+](=O)O)cc1Cl | -9 | -9 | -12 | 2 | -3 | -4
CC1C/C(=C\N=[N+]=[N-])C(=O)O1 (stereo not drawn) | -5 | 6 | -11 | 12 | 0 | 15
C1CN2CCOB(O1)OCC2 | -53 | -30 | -10 | -19 | -14 | -7
C[N+](C)(C)CC1(COC(=O)C(O)(c2ccccc2)c2ccccc2)CCCCC1 | -7 | -17 | -4 | -3 | 5 | 6
O=C(NP(=O)(N1CC1)N1CC1)c1cc(I)ccc1I | -28 | 1 | -2 | 13 | -14 | -2
C/C=C/CC1(CCC)C(=O)NC(=O)NC1=O | 8 | -1 | 2 | -3 | -8 | 5
C=C[CH2][Sn]([Br])([c]1ccccc1)[c]1ccccc1 | 99* | 99* | 99* | 99* | 99* | 99*
CCN(C)CCc1c[nH]c2ccc(OCc3ccccc3)cc12 | -6 | 6 | -11 | -15 | -11 | -34
OC1CC([CH2][Hg][I])OC([CH2][Hg][I])C1 (stereo not drawn) | 97* | 97* | 93* | 99* | 86* | 97*
Cc1ccc(S(=O)(=O)F)cc1 | -15 | 2 | 10 | -1 | 10 | -9
CCN(CC)CC(=O)O[C@]1(CC)C(=O)OCc2c1cc1n(c2=O)Cc2cc3ccccc3nc2-1 | 62 | 85* | 83* | 82* | 86* | 87*
CCOC(=O)/C(=C\c1cccc([N+](=O)[O-])c1)[Se]c1ccccc1 | 10 | 16 | 29 | 10 | -2 | -8
CC(C(=O)O)[Se](=O)O (stereo not drawn) | 6 | -9 | -10 | -6 | -16 | 0
O=[N+]([O-])c1cc(Br)c(O)c(Br)c1 | -37 | 5 | 12 | 7 | 32 | 19
COc1ccc2c(c1)CC1N(C)CCC13CCCCC23 (stereo not drawn) | 2 | -1 | 42 | -11 | -70 | 20
C[n+]1c[se]cn1 | 1 | -8 | -3 | -14 | 1 | 9
CN(C)CCCc1cccnc1 | 47 | -36 | -16 | -26 | -26 | -28
CCOC(CNC(=O)c1ccc(S(=O)(=O)F)cc1)OCC | -6 | 22 | -4 | 43 | 26 | 28
COc1ccc2c(c1)CC(CN1CCC3(CC1)C(=O)N(C)CN3c1ccccc1)O2 (stereo not drawn) | -27 | -20 | -25 | 0 | -10 | 1
CCOc1cc(OCC)c(OCC)cc1/C=C/[N+](=O)[O-] | 77* | 94* | 90* | 90* | 95* | 93*
CNC(C)C(O)c1ccccc1 (stereo not drawn) | 10&15 | -22&7 | 4&15 | -6&10 | 9&13 | -2&-14
CCCN(CCC)c1c([N+](=O)[O-])cc(S(N)(=O)=O)cc1[N+](=O)[O-] | 85* | 48 | 63 | 90* | 73* | 52
CCCC[P+](C#Cc1ccccc1)(CCCC)CCCC | 4 | 10 | 9 | -3 | 2 | 4
CCOP(=O)(O)C1CCCC(C)[N-]1.CCOP(=O)(O)C1CCCC(C)[N-]1.CCOP(=O)(O)C1CCCC(C)[N-]1.[Ti+3] (stereo not drawn) | -24 | -7 | 2 | -6 | 3 | 0
CC(=O)OC1CCC2(C)C(CCC3C2CCC2(C)C3CC(CC(=O)O)C2OC(C)=O)C1 (stereo not drawn) | 0 | 7 | 16 | 3 | 24 | 19
O=C1C(N2CCN(CCO)CC2)=C(N2CC2)C(=O)C(N2CCN(CCO)CC2)=C1N1CC1 | 4 | 20 | 14 | 23 | 22 | 2
O=C([O][Hg][CH2]C1COC([CH2][Hg][O]C(=O)c2ccccc2)CO1)c1ccccc1 (stereo not drawn) | 91* | 89* | / | 90* | / | /
CCCCc1c(OC(=O)N(C)C)c(C#N)c2n(C)c3ccccc3n2c1=O | -20 | 26 | -9 | 2 | 4 | -4
Cc1cc(NCc2ccccc2)c2ccccc2[n+]1CCCCCCCCCC[n+]1c(C)cc(NCc2ccccc2)c2ccccc21 | 91* | 92* | 91* | 89* | 86* | 92*
CCCCC(=O)c1cccc2c1[se]c1ccccc12 | 6 | -13 | -7 | 2 | 15 | 2
O=C(NCCc1ccc([N+](=O)[O-])cc1)c1ccc(S(=O)(=O)F)cc1 | 3 | 6 | 2 | 19 | 8 | 13
CCOC(=S)S | 96* | 100* | 99* | 99* | 99* | 100*
CCOC12CC3C4=CCOC5CC(=O)N6c7ccccc7C1(CCN2C4)C6C53 (stereo not drawn) | 19 | -9 | 16 | 9 | -1 | -39
CC(=O)OCCCn1nc(COC(N)=O)c2c1CC(C)CC2=O (stereo not drawn) | -4 | -8 | 1 | -15 | 4 | -11
Cc1cc(N)ccc1N | 4 | 14 | 7 | -6 | -3 | 11
N#CSCc1ccccc1 | -9 | 9 | 2 | -10 | -7 | 11
COCCCNP(=O)(OC(C)C)OC(C)C | 6 | 9 | 1 | 9 | 15 | 1
CC(N)Cc1ccc(C(=O)Cl)cc1 (stereo not drawn) | -44 | 6 | -15 | 8 | -1 | -16
CCOP(=O)(OCC)C(C#N)OC(C)(C)C (stereo not drawn) | 0 | 12 | 4 | 10 | 2 | 20
N#CCCO | -7 | 1 | -7 | -4 | -6 | 5
CC(C)OC(N)=O | 14 | 29 | -2 | -21 | -7 | -25
[O-][N+]12CCCCC1C1CC(C2)C2CCCC(c3ccccc3)N2C1 (stereo not drawn) | -35 | -23 | 4 | -28 | -59 | -25
CC(N)c1ccccc1 (stereo not drawn) (tested in a mixture with another compound) | -16 | -10 | 8 | -5 | 3 | -20

22 structures already listed, ordered by length of the SMILES, high to low.
SMILES | cln2 rad14 | yeast sgs1 mgt1 | rad50 | bub3 | mlh1 rad18 | yeast mec2-1
C1CN([PH+](N2CC2)N2CC2)CCO1.[C-]#[O+].[C-]#[O+].[C-]#[O+].[C-]#[O+].[C-]#[O+].[Mo] | -31 | -7 | -18 | 4 | 4 | -2
Cc1cc(NCc2ccccc2)c2ccccc2[n+]1CCCCCCCCCC[n+]1c(C)cc(NCc2ccccc2)c2ccccc21 | 91* | 92* | 91* | 89* | 86* | 92*
O=C1C(N2CCN(CCO)CC2)=C(N2CC2)C(=O)C(N2CCN(CCO)CC2)=C1N1CC1 | 4 | 20 | 14 | 23 | 22 | 2
CCCN(CCC)c1c([N+](=O)[O-])cc(S(N)(=O)=O)cc1[N+](=O)[O-] | 85* | 48 | 63 | 90* | 73* | 52
CCOC(=O)/C(=C\c1cccc([N+](=O)[O-])c1)[Se]c1ccccc1 | 10 | 16 | 29 | 10 | -2 | -8
CCOC12CC3C4=CCOC5CC(=O)N6c7ccccc7C1(CCN2C4)C6C53 (stereo not drawn) | 19 | -9 | 16 | 9 | -1 | -39
C=C[CH2][Sn]([Br])([c]1ccccc1)[c]1ccccc1 | 99* | 99* | 99* | 99* | 99* | 99*
CC(=O)OCCCn1nc(COC(N)=O)c2c1CC(C)CC2=O (stereo not drawn) | -4 | -8 | 1 | -15 | 4 | -11
CCOC(CNC(=O)c1ccc(S(=O)(=O)F)cc1)OCC | -6 | 22 | -4 | 43 | 26 | 28
O=C(NP(=O)(N1CC1)N1CC1)c1cc(I)ccc1I | -28 | 1 | -2 | 13 | -14 | -2
O=P1(c2ccccc2)Nc2cc(Cl)c(Cl)cc2N1 | -41 | 8 | 27 | -16 | 10 | -10
CCCC[P+](C#Cc1ccccc1)(CCCC)CCCC | 4 | 10 | 9 | -3 | 2 | 4
CCOP(=O)(OCC)C(C#N)OC(C)(C)C (stereo not drawn) | 0 | 12 | 4 | 10 | 2 | 20
O=C1OC(=O)C2C3C=CC(O3)C12 (stereo not drawn) | 11&2&6 | 15&4&-25 | 23&-16&-9 | 6&-29&-42 | 20&-17&-6 | 0&-1&-14
N#Cc1ccc(C(Cl)(Cl)Cl)cc1 | -25 | -6 | 2 | -3 | -6 | -18
CC(N)Cc1ccc(C(=O)Cl)cc1 (stereo not drawn) | -44 | 6 | -15 | 8 | -1 | -16
Cc1ccc(S(=O)(=O)F)cc1 | -15 | 2 | 10 | -1 | 10 | -9
CC(C(=O)O)[Se](=O)O (stereo not drawn) | 6 | -9 | -10 | -6 | -16 | 0
C1CN2CCOB(O1)OCC2 | -53 | -30 | -10 | -19 | -14 | -7
Cc1cc(N)ccc1N | 4 | 14 | 7 | -6 | -3 | 11
CC(C)OC(N)=O | 14 | 29 | -2 | -21 | -7 | -25
N#CCCO | -7 | 1 | -7 | -4 | -6 | 5

(cont.)
SMILES | cln2 rad14 | yeast sgs1 mgt1 | rad50 | bub3 | mlh1 rad18 | yeast mec2-1
Oc1ccccc1-c1ccccc1 | 1&-16 | 8&11 | 18&17 | -8&-3 | 20&21 | 14&11
COc1cccc(N=C(N)N[N+](=O)[O-])c1 | / | / | -13 | / | -7 | -32
O=C(O)c1ccc([As](=O)(O)O)cc1 | -35 | 17 | -17 | -19 | -5 | 4
O=c1cccc(C2CC(CO)C3CCCCN3C2)[nH]1 (stereo not drawn) | 37 | 57 | 69 | 53 | -51 | 92*
IC(I)=C(I)I | 91* | 92* | 88* | 90* | 90* | 92*
C=C(C)C1(CCC(C)C)C(=O)NC(=S)NC1=O | -23 | 2 | 12 | -4 | 17 | 4
CC(=O)NCCc1ccc(S(=O)(=O)F)cc1 | -72 | -6 | 0 | 7 | -3 | -4
C[N+](C)(C)Cc1ccccc1 | -11&6&-1&-1 | 6&67&-25&9 | -8&62&-8&10 | -10&18&-12&-4 | -4&56&7&20 | 15&58&0&5
O=C(O)CC(=O)O.[NH-]C1CCCCC1[NH-].[Pt+2] (stereo not drawn) | 30 | 21 | 24 | 21 | 14 | 4
O=C=Nc1ccccc1Cl | 5 | -1 | 12 | 4 | 5 | 3
CCN(CC)P1(=O)OC(c2ccccc2)=CCN1c1ccc(OC)cc1 (stereo not drawn) | 83* | 98* | 97* | 96* | 96* | 95*
CNCCc1ccc(OC)c(OC)c1 | / | / | 10 | / | 8 | -15
CCCCC(C)C1(CC)C(=O)NC(=O)NC1=O (stereo not drawn) | 2 | 2 | 14 | 3 | -11 | 13
O=[N+]([O-])c1ccc(OP(=O)(O)Oc2ccc([N+](=O)[O-])cc2)cc1 | -28 | 18 | -16 | -2 | -5 | -1
N=C(N)n1cc(/C=N/N=C(N)N)cn1 | 0 | 0 | -4 | -8 | 6 | -4
OC(Br)(Br)Br | -36 | 5 | -2 | -8 | -4 | -19
CCc1ccc([N+](=O)[O-])cc1 | -29 | -20 | -9 | 1 | 10 | -12
CCOP(=O)(OCC)/C(C#N)=C/c1ccc(C#N)cc1 | 12 | 11 | 31 | 15 | 55 | 16
CN1CC2Cc3ccc(O)cc3C(C)(C2)C1 (stereo not drawn) | -17 | 4 | -6 | -6 | -11 | 0

Entries of single compounds as entered above:
`CCc1ccc([N+](=O)[O-])cc1` is entered as cln2 rad14: -29; yeast sgs1 mgt1: -20; rad50: -9; bub3: 1; mlh1 rad18: 10; yeast mec2-1: -12
`OC(Br)(Br)Br` is entered as cln2 rad14: -36; yeast sgs1 mgt1: 5; rad50: -2; bub3: -8; mlh1 rad18: -4; yeast mec2-1: -19
